Anesthetic bind: qHTS Assay for Identification of Novel General Anesthetics; Ferritin light chain (Equus caballus), P02791; apoferritin/1-aminoanthracene competitive binding, fluorescence; Potency, µM (titrated, usually from 77.5 µM), for the others: at the highest dose activity change, negative = displacement, most hits filed as inhibitors; hit rate 0.074% among 350,000; AID 485281, 2010; note: potency is the fitted concentration of half-maximal effect; % is set by controls: 0 for no effect and ±100 for the full control effect; nearly all actives have a fitted effect of over 20% in size
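Horse-spleen apoferritin (10 uM) in 50% saturated 1-aminoanthracene in PBS was incubated 10 min at room temperature with compound. Fluorescence (ex 380, em 535 nm) was normalized to free and bound 1-AMA, with concentration-response fitted by a four-parameter Hill equation.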
Tb PGK inh: qHTS Assay to Find Inhibitors of Phosphoglycerate Kinase | Phosphoglycerate kinase, glycosomal (Trypanosoma brucei brucei), P07378 | PGK/GAPDH coupled, Kinase-Glo luminescence, 60 min | Potency, µM (titrated, usually from 57.5 µM), without a hit: at the highest dose activity change, negative = inhibition, hits mostly inhibitors | hit rate 0.043% among 380,000 | AID 602233, 2012; note: potency is the fitted concentration of half-maximal effect; % is set by controls: 0 for no effect and ±100 for the full control effect; nearly all actives have a fitted effect of over 60% in size
Target sequence (P07378 whole entry, looked up): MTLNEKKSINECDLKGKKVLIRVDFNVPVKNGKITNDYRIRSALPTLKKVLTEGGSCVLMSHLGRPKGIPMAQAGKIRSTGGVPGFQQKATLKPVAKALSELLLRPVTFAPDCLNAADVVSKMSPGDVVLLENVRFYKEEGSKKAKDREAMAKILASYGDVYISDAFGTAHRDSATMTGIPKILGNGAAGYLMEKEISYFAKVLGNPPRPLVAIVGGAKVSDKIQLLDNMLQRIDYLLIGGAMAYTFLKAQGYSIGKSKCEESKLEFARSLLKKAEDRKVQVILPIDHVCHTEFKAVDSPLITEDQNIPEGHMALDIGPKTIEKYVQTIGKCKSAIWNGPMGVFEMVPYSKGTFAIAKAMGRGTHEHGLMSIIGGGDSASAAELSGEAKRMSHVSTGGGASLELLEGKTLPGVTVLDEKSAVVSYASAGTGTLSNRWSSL
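Luminescent ATP detection (Kinase-Glo Plus) follows a 60-minute room-temperature incubation, with wells lacking PGK as controls. Buffer: 100 mM TEA (pH 7.6), 5 mM MgCl2, 0.01% Tween-20. Coupling enzyme GAPDH (100 nM final) supplies unstable 1,3-BPG in-well.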
Pol eta inh: qHTS for Inhibitors of Polymerase Eta; Potency, µM (doses to about 114 µM), for inactives: at the highest dose activity change, negative = inhibition, hits mostly inhibitors; recombinant Pol eta, fluorescent DNA replication assay; DNA polymerase eta (Homo sapiens), Q9Y253; hit rate 1.2% among 390,000; note: potency is the fitted concentration of half-maximal effect; % is set by controls: 0 for no effect and ±100 for the full control effect
Target sequence (Q9Y253 whole entry, looked up): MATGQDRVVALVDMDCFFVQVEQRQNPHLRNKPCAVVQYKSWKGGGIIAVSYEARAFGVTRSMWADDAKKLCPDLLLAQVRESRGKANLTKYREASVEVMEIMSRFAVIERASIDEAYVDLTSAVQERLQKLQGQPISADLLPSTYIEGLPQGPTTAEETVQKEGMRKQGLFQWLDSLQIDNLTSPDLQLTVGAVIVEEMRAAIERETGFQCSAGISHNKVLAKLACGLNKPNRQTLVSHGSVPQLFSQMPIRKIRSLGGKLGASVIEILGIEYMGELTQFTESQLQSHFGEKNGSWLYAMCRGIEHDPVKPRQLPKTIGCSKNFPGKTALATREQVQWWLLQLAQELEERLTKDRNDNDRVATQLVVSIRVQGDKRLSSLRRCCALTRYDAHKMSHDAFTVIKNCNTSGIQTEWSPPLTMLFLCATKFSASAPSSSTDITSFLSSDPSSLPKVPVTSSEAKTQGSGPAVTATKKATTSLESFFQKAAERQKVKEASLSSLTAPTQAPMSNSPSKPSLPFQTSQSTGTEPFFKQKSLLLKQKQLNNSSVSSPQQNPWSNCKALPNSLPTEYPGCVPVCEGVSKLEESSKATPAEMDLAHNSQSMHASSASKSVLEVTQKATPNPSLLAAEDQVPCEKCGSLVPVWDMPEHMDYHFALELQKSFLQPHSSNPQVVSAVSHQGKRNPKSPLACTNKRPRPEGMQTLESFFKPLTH
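Pol eta at 10 nM preincubated with compounds 15 min at room temperature; reaction started with fluorescent substrate (50 nM final) and read kinetically at 0 and 10 min.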
APE1 inh: qHTS Assay for Inhibitors of the Human Apurinic/apyrimidinic Endonuclease 1 (APE1) | recombinant APE1, TAMRA/BHQ-2 abasic DNA cleavage fluorescence | hit rate 0.35% among 350,000 | Potency, µM (top dose mostly 65.8 µM), without a hit: at the top dose activity change, negative = inhibition, usual class: inhibitors | DNA repair nuclease/redox regulator APEX1 (Homo sapiens), P27695;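 note: potency is the fitted concentration of half-maximal effect; plate controls were vehicle for no effect and reference inhibitor for full effect; nearly all actives have a fitted effect of over 55% in size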
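Measures dequenching upon AP-site incision of a 5'-TAMRA/3'-BHQ-2 THF-containing duplex, 50 nM; human APE1 0.75 nM after 15 min room-temperature exposure to compound; kinetic three-point read at one-minute spacing.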
POLB inh: qHTS Assay for Inhibitors of DNA Polymerase Beta | P06746 | Pol beta primer extension/strand displacement, fluorescence kinetic | Potency, µM (titrated, usually from 114 µM), for the others: top-dose activity change, negative = inhibition, actives largely listed as inhibitors | hit rate 1.3% among 340,000; note: potency is the fitted concentration of half-maximal effect; % is set by controls: 0 for no effect and ±100 for the full control effect
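Enzyme-only controls used 10 nM Pol beta; buffer lacking enzyme served as negative control. Compound preincubated 15 min, then 50 nM substrate added; 0 and 10 min reads at room temperature.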
RXFP1 antagonist: qHTS Assay for Antagonists of the Relaxin Receptor RXFP1; Relaxin receptor 1 (Homo sapiens), Q9HBX9; activity change, negative = inhibition, % at 57.5 µM; HEK293-RXFP1, relaxin-stimulated cAMP HTRF, 30 min; active compounds read low; hit rate 0.59% among 350,000;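 active = activity change of -60% or lower, but not beyond a set lower limit; inconclusive = change between -60% and -40%, or beyond the set limit; inactive = change above -40%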; note: % is set by controls: 0 for no effect and ±100 for the full control effect
POLI inh: qHTS for Inhibitors of Polymerase Iota | DNA polymerase iota (Homo sapiens), Q9UNA4 | Pol iota fluorescent replication assay, 10 min | Potency, µM (highest dose often 115 µM), for the others: at the top dose activity, negative = inhibition, hits mostly inhibitors | hit rate 1% among 390,000; note: potency is the fitted concentration of half-maximal effect
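Fluorescent replication assay read twice, at 0 min and 10 min after adding 50 nM (final) substrate. Enzyme (10 nM) and compounds were first incubated 15 min at room temperature; enzyme-free buffer wells were negative controls.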
BLM helicase inh: qHTS Assay for Inhibitors of Bloom's syndrome helicase (BLM) | RecQ-like DNA helicase BLM (Homo sapiens), P54132 | recombinant BLM DNA unwinding, fluorescence dequenching | Potency, µM (highest dose often 56.1 µM), for inactives: at the top dose activity change, negative = inhibition, usual class: inhibitors | hit rate 0.2% among 350,000;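 note: potency is the fitted concentration of half-maximal effect; plate controls were vehicle for no effect and no enzyme for full effect; nearly all actives have a fitted effect of over 35% in size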
Pol kappa inh: qHTS for Inhibitors of Polymerase Kappa. DNA polymerase kappa (Homo sapiens), Q9UBT6. purified Pol kappa, fluorescent DNA synthesis assay, 10 min. Potency, µM (doses to about 107 µM), for inactives: top-dose activity, negative = inhibition, most hits filed as inhibitors. hit rate 0.53% among 400,000. AID 588579, 2011; note: potency is the fitted concentration of half-maximal effect; % is set by controls: 0 for no effect and ±100 for the full control effect
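Here, compound and 10 nM enzyme are combined for 15 min at room temperature; adding 50 nM substrate (final) starts DNA synthesis, tracked by fluorescence at 0 and 10 min against buffer-only wells.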
Active calls of the source: *; i = inactive; ? = inconclusive; nt = no result given; [ ] = another dose, or the depositor's remark. Unless noted, calls come from the whole dose curve; as a rule, active = well fitted curve in the direction sought with a large enough effect; inconclusive = small, poorly fitted or top-dose-only effect, or another doubt; inactive = no such curve, though single readings can be large; an effect the other way counts as inactive or inconclusive. Only part of the results is shown; count on the stated rates, not on these rows.

entry	smiles	Anesthetic bind	Tb PGK inh	Pol eta inh	APE1 inh	POLB inh	RXFP1 antagonist	POLI inh	BLM helicase inh	Pol kappa inh
1	CCCN(CC(=O)c1cc(C)n(C)c1C)S(=O)(=O)c1cccc(C(F)(F)F)c1	-7%	3%	-17%	-1%	-1%	-2	-7%	-16%	-9%
2	Cc1ccc(-c2nc3ncccc3o2)cc1NC(=O)c1sc2ccccc2c1Cl	-11%	-5%	5%	-9%	1%	14	?	-2%	-2%
3	Cc1nc2ccccc2nc1OCc1cccc([N+](=O)[O-])c1	-6%	2%	-15%	3%	8%	6	18%	-11%	-8%
4	CCOC(=O)C1CCN(C(=O)CNC(=O)c2nn(-c3ccc(OC)cc3OC)c(=O)c3ccccc23)CC1	4%	1%	6%	-1%	2%	4	-5%	-1%	-3%
5	CC(C)CNC(=S)NNC(=O)c1ccc2c(c1)OCO2	-3%	-2%	-5%	-2%	10%	-2	9%	0%	-3%
6	CC(C)N(C(=O)CSc1nc2c([nH]1)c(=O)n(C)c(=O)n2C)c1ccccc1	1%	2%	-15%	-3%	-11%	nt	11%	-1%	6%
7	COc1ccc(CCN2C(=O)CC(Cc3ccccc3)C2=O)cc1OC (stereo not drawn)	-12%	7%	-11%	-4%	-8%	-6	3%	0%	5%
8	Cc1ccc(S(=O)(=O)N2CCN(C(=O)COC(=O)c3ccccn3)CC2)c(C)c1	nt	-6%	-4%	24%	nt	-10	16%	nt	0%
9	CN(C)CCNC(=O)c1onc(CSc2nc3ccccc3[nH]2)c1C(=O)NCCN(C)C	0%	-6%	-15%	3%	39%	nt	-13%	-14%	3%
10	CCOC(=O)C1=C(C)NC2=C(C(=O)CCC2)C1c1ccc(N(C)C)cc1 (stereo not drawn)	0%	0%	4%	0%	-26%	-6	6%	-2%	-14%
11	CC1CCCCN1C(=O)CSc1nnc(-c2cccs2)o1 (stereo not drawn)	-8%	-4%	-8%	-2%	6%	1	29%	-3%	-4%
12	Cn1c2ccccc2c2nnc(SCN3C(=O)c4ccccc4C3=O)nc21	-17%	nt	nt	?	14%	nt	nt	0%	nt

Of the compounds above, these contain four or more nitrogen atoms:
entry	smiles	Anesthetic bind	Tb PGK inh	Pol eta inh	APE1 inh	POLB inh	RXFP1 antagonist	POLI inh	BLM helicase inh	Pol kappa inh
4	CCOC(=O)C1CCN(C(=O)CNC(=O)c2nn(-c3ccc(OC)cc3OC)c(=O)c3ccccc23)CC1	4%	1%	6%	-1%	2%	4	-5%	-1%	-3%
6	CC(C)N(C(=O)CSc1nc2c([nH]1)c(=O)n(C)c(=O)n2C)c1ccccc1	1%	2%	-15%	-3%	-11%	nt	11%	-1%	6%
9	CN(C)CCNC(=O)c1onc(CSc2nc3ccccc3[nH]2)c1C(=O)NCCN(C)C	0%	-6%	-15%	3%	39%	nt	-13%	-14%	3%
12	Cn1c2ccccc2c2nnc(SCN3C(=O)c4ccccc4C3=O)nc21	-17%	nt	nt	?	14%	nt	nt	0%	nt

Continued:
entry	smiles	Anesthetic bind	Tb PGK inh	Pol eta inh	APE1 inh	POLB inh	RXFP1 antagonist	POLI inh	BLM helicase inh	Pol kappa inh
13	CC(C)(C)c1ccc(OCC(=O)N2CCN(C=O)CC2)cc1	-3%	i	0%	-6%	-22%	-7	2%	0%	-3%
14	COc1ccccc1N1CCN(S(=O)(=O)c2cccc(F)c2)CC1	-11%	1%	-10%	-9%	1%	-11	-12%	-1%	-4%
15	O=C1CC(Sc2ccc(Cl)cc2)C(=O)N1c1ccc2c(c1)OCCO2 (stereo not drawn)	-7%	-1%	-10%	-3%	-1%	-16	49%[activator]	-7%	-6%
16	Cc1cccc(NC(=O)c2ccccc2C(=O)O)c1	-2%	1%	-11%	-1%	5%	11	54%	-4%	-23%
17	CN(C)Cc1ccc(CNC(=O)COc2ccc3ccccc3c2)cc1	-13%	-2%	-10%	3%	43%	-3	18%	6%	-1%
18	COc1cc(/C=C/C(=O)O)cc(S(=O)(=O)N(C)CCO)c1OC	-2%	0%	-10%	-11%	5%	-4	19%	-6%	-2%
19	Cn1c2ccccc2c(=O)c2cc(C#Cc3cccc(N)c3)ccc21	nt	5%	-13%	-4%	nt	nt	-11%	nt	-18%
20	Cc1cc(/C=N\O)c(C)n1-c1ccncc1	1%	-6%	?	-5%	-19%	-6	2%	-5%	-13%
21	CSc1ccccc1NC(=O)CN(C)S(=O)(=O)c1ccc(F)cc1	-12%	4%	-16%	2%	10%	-9	7%	-1%	-4%
22	Fc1ccc(OCCCCCCN2CCCC2)cc1	-17%	i	-2%	-2%	41%	9	139%[activator]	1%	9%
23	O=C(O)c1cccc2c1C(=O)c1ccc(N3CCCCC3)cc1S2(=O)=O	nt	-9%	-13%	3%	nt	nt	17%	nt	1%
24	CCCN(C#N)c1nc(NCC)nc(NC(C)C)n1	-14%	2%	-14%	?	25%	-1	9%	-2%	-14%

Molecules shown so far with a Cl atom, in the order listed:
entry	smiles	Anesthetic bind	Tb PGK inh	Pol eta inh	APE1 inh	POLB inh	RXFP1 antagonist	POLI inh	BLM helicase inh	Pol kappa inh
2	Cc1ccc(-c2nc3ncccc3o2)cc1NC(=O)c1sc2ccccc2c1Cl	-11%	-5%	5%	-9%	1%	14	?	-2%	-2%
15	O=C1CC(Sc2ccc(Cl)cc2)C(=O)N1c1ccc2c(c1)OCCO2 (stereo not drawn)	-7%	-1%	-10%	-3%	-1%	-16	49%[activator]	-7%	-6%

Carrying on:
entry	smiles	Anesthetic bind	Tb PGK inh	Pol eta inh	APE1 inh	POLB inh	RXFP1 antagonist	POLI inh	BLM helicase inh	Pol kappa inh
25	CCN(CC(=O)Nc1ccc(OC)cc1)C(=O)c1ccc(=O)n(Cc2ccccc2)n1	nt	-14%	-17%	3%	nt	4	17%	nt	-1%
26	CC(=O)Nc1ccc(S(=O)(=O)NC(C)C(=O)NCC(c2ccco2)N(C)C)cc1 (stereo not drawn)	nt	1%	-4%	-13%	nt	-7	-12%	nt	-29%
27	Cc1cc(C(=O)OC(C(=O)Nc2ccc(C)c(Cl)c2)c2ccccc2)c(C)o1 (stereo not drawn)	-5%	-2%	-18%	-4%	-20%	-9	-7%	-11%	-9%
28	CCOC(=O)CNC(=O)CSc1nc(C)cc(C)c1C#N	-7%	2%	5%	-5%	-15%	-3	15%	0%	4%
29	CN(C)C(=O)c1ccc(COc2ccccc2Br)o1	-12%	-9%	-9%	-2%	-22%	-17	-7%	-2%	9%
30	O=S(=O)(c1cccc(-c2n[nH]c(=S)n2Cc2ccccc2)c1)N1CCOCC1	0%	-6%	12%	-3%	1%	-11	-23%	1%	-1%
31	CCC(C)n1c(=N)c(C#N)cc2c(=O)n3cccc(C)c3nc21 (stereo not drawn)	-17%	-1%	-4%	8%	8%	1	104%[activator]	-4%	-17%
32	O=C(c1ccccc1)N1CCCCC(Sc2nnnn2-c2ccccc2)C1=O (stereo not drawn)	0%	nt	11%	-4%	1%	-5	-15%	-3%	-5%
33	O=c1cc(-c2ccccc2)nc2nc(-c3ccco3)[nH]n12	14%	-1%	?	-6%	6%	4	2%	-15%	-6%
34	CCCCOc1ccccc1C(=O)Nc1onc2c1CCCC2	-10%	-1%	-17%	nt	6%	-21	-3%	-4%	-18%
35	OCCN(CCO)c1ccc2ccccc2c1	7%	-4%	-17%	1%	-1%	-3	29%	-4%	-9%
36	CN(C(=O)Cn1cc(S(=O)(=O)N2CCN(c3ccccc3F)CC2)c2ccccc2c1=O)c1ccc(Cl)cc1	-11%	1%	-20%	nt	11%	nt	28%	-7%	8%
37	CC1=C(C)CC(C(=O)N2CCN(Cc3ccc4c(c3)OCO4)CC2)C(C(=O)O)C1 (stereo not drawn)	-2%	-5%	-8%	-4%	-15%	-24	141%[activator]	-2%	-7%
38	Cc1cc(NC(=O)CCC(=O)N(C2CC2)C2(C(=O)NC3CCCC3)CCC(C)CC2)no1 (stereo not drawn)	-20%	-7%	6%	-2%	14%	7	12%	-5%	-15%
39	NC(=O)C1CCN(C(=O)NC2CC(=O)N(c3ccc4c(c3)OCCO4)C2)CC1 (stereo not drawn)	nt	-5%	-5%	-4%	nt	-5	0%	nt	3%
40	CCOC(=O)N1CCN(C(=O)c2ccc3c(=O)n(CCC4=CCCCC4)c(=O)[nH]c3c2)CC1	?	-8%	11%	7%	4%	-17	16%	-3%	-10%
41	Cc1ccccc1NS(=O)(=O)c1c(C(=O)N2CCCCCC2)c(C)n(C)c1C	-3%	-3%	-22%	31%	1%	22	4%	-1%	-22%
42	Cc1ccc(CS(=O)(=O)CCC(=O)NCC2CCCO2)cc1 (stereo not drawn)	15%	nt	2%	0%	-6%	-10	21%	0%	-3%
43	Cc1c(C(=O)N(C)CCOc2ccccc2)oc2c(Cl)cccc12	nt	-4%	-27%	-22%	nt	-12	14%	nt	-5%
44	CCOCc1nnc(NC(=O)CSc2ccccc2)s1	3%	i	-2%	1%	-1%	-2	-5%	-7%	2%
45	COc1nc(OC)nc(N2CCC(C(=O)Nc3cccc4ccccc34)CC2)n1	-6%	-2%	12%	2%	0%	4	4%	-2%	1%

Not a retest: an excerpt of the list.
entry	smiles	Anesthetic bind	Tb PGK inh	Pol eta inh	APE1 inh	POLB inh	RXFP1 antagonist	POLI inh	BLM helicase inh	Pol kappa inh
43	Cc1c(C(=O)N(C)CCOc2ccccc2)oc2c(Cl)cccc12	nt	-4%	-27%	-22%	nt	-12	14%	nt	-5%
44	CCOCc1nnc(NC(=O)CSc2ccccc2)s1	3%	i	-2%	1%	-1%	-2	-5%	-7%	2%
45	COc1nc(OC)nc(N2CCC(C(=O)Nc3cccc4ccccc34)CC2)n1	-6%	-2%	12%	2%	0%	4	4%	-2%	1%
